STK33 inh = human STK33 kinase inhibition; hit rate 0.073% among 320,000; inhibition, % at 10 µM; purified STK33, MBP phosphorylation, ADP-Glo luminescence; AID 2661; Q9BYT3;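 active means inhibition at or above 25%, using the most active replicate where run in duplicate; inactive means inhibition below 25%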
Target sequence (Q9BYT3 whole entry, looked up): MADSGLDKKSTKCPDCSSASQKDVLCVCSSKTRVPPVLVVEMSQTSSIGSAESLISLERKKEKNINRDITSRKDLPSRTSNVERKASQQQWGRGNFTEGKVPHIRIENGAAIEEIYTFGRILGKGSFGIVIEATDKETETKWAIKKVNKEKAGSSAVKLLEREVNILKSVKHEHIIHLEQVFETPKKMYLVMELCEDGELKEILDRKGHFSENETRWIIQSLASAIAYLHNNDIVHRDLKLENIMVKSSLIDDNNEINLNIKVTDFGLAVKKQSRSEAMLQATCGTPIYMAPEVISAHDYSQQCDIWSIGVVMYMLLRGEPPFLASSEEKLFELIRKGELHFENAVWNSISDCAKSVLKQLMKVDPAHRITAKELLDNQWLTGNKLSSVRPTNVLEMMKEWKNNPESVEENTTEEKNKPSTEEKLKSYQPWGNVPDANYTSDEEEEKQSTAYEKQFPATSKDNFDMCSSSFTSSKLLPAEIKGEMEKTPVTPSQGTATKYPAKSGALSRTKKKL
CHT block = inhibits the human high affinity choline transporter; Q9GZV3; CHT-expressing cells, membrane potential dye, choline response; stronger effect = lower value; B-score at 10 µM; hit rate 0.86% among 310,000; AID 488975;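 active means B-score over 3 SD under the library average, and starting fluorescence ratio not unusually high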;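 further: choline stimulus applied at its EC90 after an EC20 pre-addition; B-score computed on integrated fluorescence ratio after choline addition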
Target sequence (Q9GZV3 whole entry, looked up): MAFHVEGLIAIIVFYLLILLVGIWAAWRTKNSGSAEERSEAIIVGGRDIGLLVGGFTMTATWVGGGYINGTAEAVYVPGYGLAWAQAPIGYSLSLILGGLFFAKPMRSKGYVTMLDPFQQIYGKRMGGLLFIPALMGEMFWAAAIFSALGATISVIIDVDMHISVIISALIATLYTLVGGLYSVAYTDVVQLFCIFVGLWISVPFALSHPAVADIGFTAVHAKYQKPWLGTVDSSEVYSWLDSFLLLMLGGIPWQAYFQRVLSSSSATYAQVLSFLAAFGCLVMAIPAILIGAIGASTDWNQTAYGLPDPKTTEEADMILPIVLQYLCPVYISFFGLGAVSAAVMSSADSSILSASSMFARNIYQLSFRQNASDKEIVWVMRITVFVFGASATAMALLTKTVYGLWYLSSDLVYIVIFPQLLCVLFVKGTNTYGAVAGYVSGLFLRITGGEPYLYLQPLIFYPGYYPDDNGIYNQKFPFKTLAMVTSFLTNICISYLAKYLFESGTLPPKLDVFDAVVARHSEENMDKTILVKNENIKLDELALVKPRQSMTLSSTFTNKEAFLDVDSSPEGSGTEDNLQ
CHT allo act = allosteric activators of human choline transporter CHT; Q9GZV3; CHT-expressing cells, membrane potential dye, choline EC20; stronger effect = higher value; LV-AA mutant CHT in HEK293 cells; B-score at 10 µM; hit rate 0.49% among 310,000; AID 488977;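 active means initial fluorescence not abnormally high and integrated response B-score, plate-corrected, over 3 SD above library mean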
Active calls of the source: *; i = inactive.

SMILES	STK33 inh	CHT block	CHT allo act
COc1cccc(S(=O)(=O)Nc2cccc(C(=O)N3CCOCC3)c2)c1	1.8	i	i
Cc1ccn2c(=O)nc(SCC(=O)NC3CCCC3)nc2c1	0.6	i	i
CC(=O)Nc1cccc(NC(=O)Nc2cccc3ccccc23)c1	-1.7	i	i
CCCCCn1c(CN2CCN(C(=O)OCC)CC2)nc2c1c(=O)[nH]c(=O)n2C	1.0	i	i
Cc1c(Cl)cn2c(=O)cc(CN3CCN(c4ccc(F)cc4)CC3)nc2c1Cl	-1.3	i	i
O=C(CNC(=S)NC(=O)c1ccccc1)c1ccccc1	-0.4	i	i
CCOc1ccccc1N1C(=O)c2ccc(C(=O)O)cc2C1=O	-1.0	i	i
O=C(COC(=O)c1cc(Br)ccc1O)Nc1cccnc1Cl	-0.3	i	i
CN(Cc1cn(C)nc1-c1cccc(Cl)c1)C1CCOCC1	-1.3	i	i
CN1CCN(NC(=O)c2cc(S(=O)(=O)Nc3ccc(Cl)cc3)ccc2Cl)CC1	0.8	i	i
CCSc1nc2c(sc3ccccc32)c(=O)n1C(C)C	0.4	i	i
O=C(c1cc(-c2ccccc2)on1)N1CCN(C(=O)c2ccco2)CC1	0.2	i	i
CC1(C)CC(=O)C2=C(C1)N(Cc1ccccc1)C(=O)C2(O)C(F)(F)F (stereo not given)	-0.6	i	i
O=C(Nc1ccccn1)c1ccc(Cl)s1	0.1	i	i
Cn1c(-c2ccc3c(c2)OCO3)cnc1NCc1ccccc1Cl	-1.3	i	i
CCOc1cccc(NC(=O)C2CC(=O)N(C)C(=Nc3ccccc3)S2)c1 (stereo not given)	-3.0	i	i
Cc1cccc(C)c1NC(=O)C1CCCN1C(=O)NCc1ccccc1 (stereo not given)	-1.1	i	i
COC1(c2ccccc2)NC(=S)NN=C1c1ccccc1 (stereo not given)	0.2	i	i
Cc1ccc(S(=O)(=O)N2CCCC2)s1	-3.7	i	i
NC(N)=Nc1nc2ccc(Cl)cc2c(=O)[nH]1	0.3	i	i
Cc1ccc(N=Nc2cc(C)ccc2O)c(C)c1	-0.8	i	i
Cc1ccc(NC(=O)N(Cc2nc3ccccc3c(=O)[nH]2)Cc2cccs2)cc1	-0.7	i	i
O=C(NCCc1ccccc1)C1CCCN(S(=O)(=O)c2cnc[nH]2)C1 (stereo not given)	-1.4	i	i
COC(=O)C(Oc1ccc2c(-c3ccc(OC)cc3)cc(=O)oc2c1)c1ccccc1 (stereo not given)	-0.9	-6.2*	i
CCCCNC(=O)CCNS(=O)(=O)c1ccc(Br)cc1	-1.1	i	i
CCOC(=O)CSc1nc2ccc(S(=O)(=O)N3CCOCC3)cc2[nH]1	-0.4	i	i
CCn1c(=O)n(CC)c2cc(N3CCCC3)c(NC(=O)c3cccc(OC)c3)cc21	3.4	i	i
CC(C)(C)NC(=O)C(Cc1ccccc1)NS(=O)(=O)c1cccc2nsnc12 (stereo not given)	0.0	i	i
CCOc1cc(CNC(C)(C)C)ccc1OCC(=O)Nc1cccc(C(F)(F)F)c1	1.0	i	i
COc1ccccc1-n1cc(-c2ccc(Br)cc2)[nH]c1=S	-2.0	i	i
CC1(C)OC(C(O)(c2ccccc2)c2ccccc2)[C@@H](C(O)(c2ccccc2)c2ccccc2)O1 (stereo not given in full)	0.1	i	i
O=C(CSc1nncn1-c1ccccc1)NCc1cccs1	-1.5	i	i
CCn1cc(SCC(N)=O)c2ccccc21	-0.3	i	i
CC(C)OP(=O)(OC(C)C)C(NC(=O)c1ccc(Br)cc1)c1ccccc1 (stereo not given)	-1.4	i	i
CC1N(C(=O)N2CCOCC2)CCN1S(=O)(=O)c1ccc(Cl)cc1 (stereo not given)	-1.8	i	i
CCOC(=O)c1c(C)nn(-c2ncccc2NC(=O)CCC(=O)O)c1C	-1.9	i	i
COc1ccc(/C=C/C(=O)c2ccc3c(c2)OCCO3)cc1[N+](=O)[O-]	-1.2	i	i
Cc1cc(C(=O)COC(=O)c2ccc[nH]c2=O)c(C)n1-c1ccccc1	-1.0	i	i
CC1(C(=O)OCC(=O)NNC(=O)COc2ccc(Cl)cc2)CC1(Cl)Cl (stereo not given)	0.0	i	i
Cc1ccc(N2CC(C(=O)Nc3ccc(S(=O)(=O)N4CCOCC4)cc3)CC2=O)cc1 (stereo not given)	0.0	i	i

Two entries drawn at random from the list so far:
SMILES	STK33 inh	CHT block	CHT allo act
Cc1cc(C(=O)COC(=O)c2ccc[nH]c2=O)c(C)n1-c1ccccc1	-1.0	i	i
CCn1cc(SCC(N)=O)c2ccccc21	-0.3	i	i

Next results follow.
SMILES	STK33 inh	CHT block	CHT allo act
CCCCCn1c(CN2CCN(c3cccc(Cl)c3)CC2)nc2c1c(=O)n(C)c(=O)n2C	-3.8	i	i
Cc1ccc2cccc(O)c2[n+]1[O-]	-0.8	i	i
C#CCN1c2ccccc2Sc2cccnc21	-0.4	i	i
COC(=O)C1=C(O)/C(=C\c2ccc(CNS(=O)(=O)c3ccccc3)o2)N=C1C	0.1	i	i
O=C1CCCN1CCCNc1ccc(S(=O)(=O)N2CCCCC2)cn1	-2.1	i	i
Nc1nnc(-c2ccccc2)s1	0.9	i	i
CCOc1ccccc1N(CC(=O)NCC1CCCO1)C(=O)CNS(=O)(=O)c1ccccc1 (stereo not given)	-1.1	i	i
Cc1ccc(C(=O)NC2CCCCNC2=O)cc1 (stereo not given)	-0.2	i	i
Cc1ccc2c(c1)cc(C(=O)NCc1ccccc1)n2C	-2.0	i	i
CCOC(=O)CNC(=O)c1sc2ncnc(N3CCc4ccccc4C3)c2c1C	1.1	i	i
CC12CCC(C/C1=N/O)C2(C)CBr (stereo not given)	-0.6	i	i
CC(=O)Nc1cccc(NC(=O)CCCC(=O)O)c1	0.2	i	i
O=C(COc1ccc(Br)cc1)Nc1ccc(-c2nnc(-c3ccco3)o2)cc1	-0.8	i	i
O=C(CSc1nnc(-c2cccnc2)n1CCc1ccccc1)N1CCCCC1	-1.6	i	i
CCN1/C(=C2/SC(=S)N(NC(C)=O)C2=O)Sc2ccc(Cl)cc21	-0.4	i	i
C#CCOCCOCCOCCNc1nc(N2CCN(C(=O)[C@H](C(C)C)n3cc(CCO)nn3)CC2)nc(N2CCN(C(=O)[C@H](C(C)C)n3cc(CCO)nn3)CC2)n1	-0.9	i	i
C=C1C2C[C@H](O)C(C)(C)[C@@]2(O)[C@H](O)C[C@]23C[C@@](C)(O)[C@H](CC[C@H]12)[C@H]3O (stereo not given in full)	-1.2	i	i
CCOc1ccc(-c2nc3ccccc3c(=O)o2)cc1	-1.6	i	i
C=CCn1c(=O)c2ccccc2n2c(SCc3nc4ccccc4s3)nnc12	-4.0	i	i
CC(C)c1nc2c(c(=O)c3ccccc3n2C)c(=O)n1-c1ccc(F)cc1	-1.4	i	i
CC1CCCN(c2c3c(nc4ccccc24)CCCC3)C1 (stereo not given)	0.1	i	i
Cc1ccc(NC(=O)OCCN2CCN(S(=O)(=O)c3ccc(C)cc3)CCC2=O)cc1	-0.3	i	i
CN(C)S(=O)(=O)N1CCC(Oc2ccc(C(=O)N3C[C@@H]4CCC[C@H]3C4)cc2)CC1	-4.0	i	i
CN(C)c1nc(N)nc(CSc2nc3cc(Cl)ccc3o2)n1	0.0	i	i
COc1cc(/C=N/N2CCCCC2)cc([N+](=O)[O-])c1O	0.8	i	i
O=C(CC(=O)Nc1ccc(Cl)cc1Cl)Nc1ccc(Cl)cc1Cl	-1.0	i	i
Cc1cccc(N(C(=O)CNC(=O)c2ccco2)C(C(=O)NC2CCCC2)c2cccnc2)c1C (stereo not given)	-1.3	i	i
Cc1[nH]c2ccccc2c1C(=O)NS(=O)(=O)Nc1ccc(F)cc1	-0.9	i	i
Cc1cccc(NC(=O)Cn2c(=O)n(CCc3c[nH]c4ccccc34)c(=O)c3cccnc32)c1	-1.6	i	i
CC1(C)Cc2ccccc2-c2nnc(-c3ccccn3)n21	-1.2	i	i
COc1ccc(COc2cc(-c3cccc(OC)c3)nc3ccc(NC(=O)c4ccc(Cl)cc4)cc23)cc1	0.1	i	i
CCCOc1cccc(C(=O)N/N=C/c2ccoc2)c1	-0.1	i	i
COc1ccccc1C(=O)NCc1ccc(-c2nc3ccccc3s2)cc1	-0.5	i	i
CC(C)(C)OC(=O)[C@H](Cc1ccccc1)NC(=O)c1nc[nH]c1C(=O)N[C@@H](Cc1ccccc1)C(=O)OC(C)(C)C	-1.2	i	i
O=C(NN1C(=O)c2ccccc2C1=O)C1CCCCC1	-1.3	i	i
COC(=O)C(C)n1cnc2c(nnn2-c2ccc(C)cc2)c1=O (stereo not given)	0.3	i	i
COc1ccc(Nc2nc(N3CCOCC3)nc(N3CCOCC3)n2)cc1	-0.3	i	i
O=c1c2ccccc2nc(SCc2ccncc2)n1CC1CCCO1 (stereo not given)	-0.1	-5*	i
CC1(C)CC(=O)C(CC2=C(N)CC(C)(C)CC2=O)=C(N)C1	-0.9	i	i
Cn1c(SCC(=O)NCc2cccs2)nnc1-c1ccncc1	-0.7	i	i
CN(C(=O)c1ccc(Br)o1)C1(C)CCS(=O)(=O)C1 (stereo not given)	-1.3	i	i
CCCn1c(CN2CCN(c3cccc(Cl)c3)CC2)nc2c1c(=O)n(C)c(=O)n2C	-0.8	-11*	i
CCOC(=O)N1CCN(Cc2nc3cc(NC(=O)c4cccs4)ccc3n2CC)CC1	-1.3	i	i
COc1ccc(C(=O)Nc2nc3ccccc3s2)cc1	7.7	i	i
CCCCn1c(N)c(N(CCC(C)C)C(=O)c2sc3nc4n(c(=O)c3c2C)CCC4)c(=O)[nH]c1=O	-0.9	i	i
COc1ccc(NS(=O)(=O)c2cc3c(cc2C)N(C)CCO3)cc1	0.7	i	i
COc1ccc(NC(=O)C2CCCNC2)cc1OCC(C)C (stereo not given)	0.8	i	i
CS(=O)(=O)N1CCc2cc(C(=O)N3CCN(c4cccc(Cl)c4)CC3)ccc21	-3.0	i	i
O=C(O)CSc1nnc(-c2ccccc2)o1	-1.3	i	i
CCN(CC)c1ccc2cc(-c3nc(-c4ccc(OC)cc4)cs3)c(=O)oc2c1	-2.3	i	i
Next results follow.
SMILES	STK33 inh	CHT block	CHT allo act
COc1ccc(C2C(Oc3ccccc3)C(=O)N2c2ccc(C)c(C)c2)cc1OC (stereo not given)	-1.5	i	i
COc1ccccc1/C=C/C(=O)N1CCOCC1	1.1	i	i
Cc1ccc(OCC(=O)NNC(=O)C2CCCO2)c(C)c1 (stereo not given)	1.1	i	i
c1ccc(-c2nc3ccccc3o2)nc1	0.1	i	i
COc1cc(/C=C/C(=O)O)cc(S(=O)(=O)N2CCc3ccccc3C2)c1OC	-0.7	i	i
CC(Oc1ccc2c3c(c(=O)oc2c1)CCC3)C(=O)N[C@@H](Cc1ccccc1)C(=O)O (stereo not given in full)	-0.4	i	i
O=C(NCCc1c[nH]c2ccccc12)c1ccc(S(=O)(=O)NCc2ccco2)cc1	0.3	i	i
Cc1ccc(-n2c(SCC(=O)Nc3ccc4c(c3)OCO4)nnc2-c2ccccn2)cc1	-1.4	i	i
CCn1c(=O)c(C(=O)CN2CC(C)OC(C)C2)c(N)n(Cc2ccccc2)c1=O (stereo not given)	-2.3	i	i
CN(c1ccccc1)C(c1ccc(F)cc1)c1nnnn1CC1CCCO1 (stereo not given)	-1.5	i	i
CCCCN(CCCC)CCNC(=O)c1cn(CC)c2ccc(S(=O)(=O)N3CCCC3)cc2c1=O	-0.5	i	i
Cc1ccc(-n2c(SCC(=O)Nc3cccc(S(N)(=O)=O)c3)nc3ccccc32)cc1	-1.4	i	i
Cc1nccn1CC(=O)N/N=C/c1ccccc1O	-1.0	i	i
COc1ccc(-c2nnc(SCC(=O)N3CCCc4ccccc43)o2)cc1OC	1.1	i	i
C/C(=N\Nc1ccc(Cl)c(Cl)c1)c1ccc(-n2ccnc2)cc1	-1.7	i	i
CC1=C(NCCc2ccccc2)CCC1=O	-1.6	i	i
Cc1c(C)n(Cc2ccccc2)c2ccc(C(=O)O)cc12	-1.8	i	i
CC1(C)C(=O)C2(CCCCC2)C(=O)OC1c1cccn1-c1ccc([N+](=O)[O-])cc1 (stereo not given)	-1.5	i	i
O=C(C1CCN(S(=O)(=O)c2ccc3ccccc3c2)CC1)N1CCN(c2ncccn2)CC1	-0.1	-6*	i
COc1cccc(C(=O)NCc2ccc3c(c2)OCO3)c1	-1.5	i	i
Cc1csc2nc(CNS(=O)(=O)c3ccc(-c4ccccc4)cc3)cn12	0.8	i	i

Sorted by formula weight (low to high): 15 of the compounds above
SMILES	STK33 inh	CHT block	CHT allo act
CC1=C(NCCc2ccccc2)CCC1=O	-1.6	i	i
Cc1nccn1CC(=O)N/N=C/c1ccccc1O	-1.0	i	i
Cc1c(C)n(Cc2ccccc2)c2ccc(C(=O)O)cc12	-1.8	i	i
COc1cccc(C(=O)NCc2ccc3c(c2)OCO3)c1	-1.5	i	i
C/C(=N\Nc1ccc(Cl)c(Cl)c1)c1ccc(-n2ccnc2)cc1	-1.7	i	i
CN(c1ccccc1)C(c1ccc(F)cc1)c1nnnn1CC1CCCO1 (stereo not given)	-1.5	i	i
Cc1csc2nc(CNS(=O)(=O)c3ccc(-c4ccccc4)cc3)cn12	0.8	i	i
CC1(C)C(=O)C2(CCCCC2)C(=O)OC1c1cccn1-c1ccc([N+](=O)[O-])cc1 (stereo not given)	-1.5	i	i
COc1cc(/C=C/C(=O)O)cc(S(=O)(=O)N2CCc3ccccc3C2)c1OC	-0.7	i	i
COc1ccc(-c2nnc(SCC(=O)N3CCCc4ccccc43)o2)cc1OC	1.1	i	i
CC(Oc1ccc2c3c(c(=O)oc2c1)CCC3)C(=O)N[C@@H](Cc1ccccc1)C(=O)O (stereo not given in full)	-0.4	i	i
O=C(NCCc1c[nH]c2ccccc12)c1ccc(S(=O)(=O)NCc2ccco2)cc1	0.3	i	i
Cc1ccc(-n2c(SCC(=O)Nc3ccc4c(c3)OCO4)nnc2-c2ccccn2)cc1	-1.4	i	i
O=C(C1CCN(S(=O)(=O)c2ccc3ccccc3c2)CC1)N1CCN(c2ncccn2)CC1	-0.1	-6*	i
CCCCN(CCCC)CCNC(=O)c1cn(CC)c2ccc(S(=O)(=O)N3CCCC3)cc2c1=O	-0.5	i	i
